# NR5A2 inv ag: NR5A2 inverse agonism in reporter assay; O00482; hit rate 0.13% among 360,000; HEK293T StAR-luciferase reporter, LRH-1 transfected, 24 h; inhibition, % at 3.6 µM; AID 602396;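 active = inhibition above the mean inhibition of all tested compounds plus 3 SD, cut at about 73% in these data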;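 also: 0% = DMSO wells and 100% = reporter-only cells lacking LRH-1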
# TWEAK Fn14 block: blocks TWEAK-Fn14 interaction in a reporter cell assay | TWEAK-stimulated Fn14 reporter cells, luciferase luminescence, 8 h | inhibition, % at 10 µM | hit rate 2% among 360,000; in the data active = inhibition above about 50%
# TRAIL sens C8: caspase-8 TRAIL sensitization. AID 624354. inhibition (viability loss, TRAIL sensitization), % at 10 µM. NB7+C8 cells + TRAIL, ATPlite viability luminescence. hit rate 1% among 360,000;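 active = compounds causing at least 50% loss of cell viability in the single-dose screen, relative to plate controls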
# NCOA3 inh: inhibitors of human steroid receptor coactivator 3 (SRC3); inhibition, % at 3.6 µM; HEK293 GAL4-SRC3 luciferase reporter, luminescence; Q9Y6Q9; AID 588352; hit rate 0.17% among 360,000;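 active = inhibition above a per-campaign cutoff, the mean of all compounds plus 3 SD, cut at about 60% in these data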;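 also: 0% = DMSO-treated cells and 100% = gossypol-treated cells at 36 µM; higher means less SRC3-driven luciferase light from the GAL4 reporter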
# NCOA1 inh: human NCOA1 inhibition. Q15788. HEK293 GAL4-SRC1 luciferase reporter, luminescence. inhibition, % at 3.6 µM. hit rate 0.12% among 360,000;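 active = inhibition above the campaign mean plus 3 SD, with each screening campaign given its own cutoff, cut at about 60% in these data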;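 also: 0% = DMSO treated cells and 100% = gossypol at 36 µM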
# SRC2 inh: human SRC2 (NCOA2) inhibition. Q15596. HEK293 GAL4-SRC2 luciferase reporter, luminescence. inhibition, % at 9 µM. hit rate 0.17% among 370,000;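 active = inhibition above the mean inhibition of all tested compounds plus 3 SD, set per campaign, cut at about 52% in these data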;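 also: 0% = DMSO treated cells and 100% = cells given Gossypol at 36 µM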
# Target sequence (Q15596 whole entry, looked up, the tested form may be a part): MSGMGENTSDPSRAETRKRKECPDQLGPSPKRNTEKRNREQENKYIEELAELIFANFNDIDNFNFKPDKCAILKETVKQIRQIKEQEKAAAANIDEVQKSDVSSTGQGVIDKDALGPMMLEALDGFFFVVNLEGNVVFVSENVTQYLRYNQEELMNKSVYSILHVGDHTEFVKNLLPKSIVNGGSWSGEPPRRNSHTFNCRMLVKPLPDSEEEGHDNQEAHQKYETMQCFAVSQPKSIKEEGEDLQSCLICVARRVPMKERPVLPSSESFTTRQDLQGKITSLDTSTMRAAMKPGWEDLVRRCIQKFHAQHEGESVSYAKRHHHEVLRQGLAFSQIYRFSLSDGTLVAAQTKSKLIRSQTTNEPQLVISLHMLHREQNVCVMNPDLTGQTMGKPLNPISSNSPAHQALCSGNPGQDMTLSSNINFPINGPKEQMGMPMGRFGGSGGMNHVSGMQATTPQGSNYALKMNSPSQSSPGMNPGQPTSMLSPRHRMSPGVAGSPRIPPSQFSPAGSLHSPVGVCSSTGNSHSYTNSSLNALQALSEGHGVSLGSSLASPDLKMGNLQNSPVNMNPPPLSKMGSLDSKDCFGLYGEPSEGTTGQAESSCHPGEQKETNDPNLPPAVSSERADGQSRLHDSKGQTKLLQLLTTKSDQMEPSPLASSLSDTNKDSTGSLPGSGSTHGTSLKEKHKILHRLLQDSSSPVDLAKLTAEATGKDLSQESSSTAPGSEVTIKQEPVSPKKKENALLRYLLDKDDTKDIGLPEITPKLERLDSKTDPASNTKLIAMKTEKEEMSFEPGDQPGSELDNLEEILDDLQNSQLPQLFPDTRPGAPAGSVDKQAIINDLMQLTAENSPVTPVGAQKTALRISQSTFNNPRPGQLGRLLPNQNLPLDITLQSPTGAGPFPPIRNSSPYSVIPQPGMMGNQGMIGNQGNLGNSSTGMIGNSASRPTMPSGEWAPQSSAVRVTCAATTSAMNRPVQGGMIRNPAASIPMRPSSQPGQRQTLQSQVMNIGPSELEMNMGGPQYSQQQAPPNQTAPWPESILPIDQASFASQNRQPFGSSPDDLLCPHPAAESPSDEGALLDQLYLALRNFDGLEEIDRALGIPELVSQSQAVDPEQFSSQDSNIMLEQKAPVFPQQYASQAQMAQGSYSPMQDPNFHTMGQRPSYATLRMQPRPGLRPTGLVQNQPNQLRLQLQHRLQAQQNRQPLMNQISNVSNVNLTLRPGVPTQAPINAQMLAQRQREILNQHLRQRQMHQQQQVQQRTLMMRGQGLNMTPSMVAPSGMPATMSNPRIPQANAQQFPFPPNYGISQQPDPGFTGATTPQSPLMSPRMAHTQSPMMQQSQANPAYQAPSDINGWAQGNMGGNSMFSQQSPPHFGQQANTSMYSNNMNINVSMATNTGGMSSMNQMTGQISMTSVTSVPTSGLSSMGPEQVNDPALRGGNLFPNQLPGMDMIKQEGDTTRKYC
# NR2F2 inh: inhibitors of human COUP-TFII (NR2F2). HEK293T NGFI-A luciferase reporter, luminescence. inhibition, % at 8.6 µM. hit rate 0.7% among 370,000. AID 686940;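 active = inhibition above a per-plate cutoff, mean inhibition of test wells between control levels plus 3 SD, cut at about 38% in these data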;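 also: cells cotransfected with COUP-TFII expression vector driving the NGFI-A reporter; 0% = median of COUP-TF2 test wells and 100% = reporter-only cells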
# NOD2 RIPK2 PPI: NOD2-RIPK2 protein interaction inhibition | O43353 | CHO BLA complementation NOD2-RIPK2, CCF4 ratio | inhibition, % at 4.98 µM | hit rate 0.38% among 360,000 | AID 624267; in the data active = inhibition above about 21%;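 also: 0% = vehicle only and 100% = reference blocker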
# TLR9-MyD88 inh: blocks human TLR9 binding to MyD88; Q9NR96+Q99836; CHO BLA complementation TLR9-MyD88, CCF4 FRET ratio; inhibition, % at 4.98 µM; hit rate 0.21% among 340,000; AID 504734;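 active = inhibition above the mean over all tested compounds plus 3 SD, cut at about 21% in these data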;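 also: 0% = DMSO only wells and 100% = clavulanate BLA inhibitor control wells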
# TROY NFkB inh: inhibitors of TROY-dependent NF-kB signaling; AID 1347056; inhibition, % at 10 µM; hit rate 0.98% among 360,000; Q293 LMP1-TROYcd NF-kB luciferase reporter, 4 h;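 active = compounds whose plate-normalised and pattern-corrected inhibition of the luciferase reporter signal at the single screening dose is 50% or more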
# LMP1 NFkB inh: inhibitors of Epstein-Barr LMP1-induced NF-kappaB reporter | LMP1-induced NF-kappaB luciferase reporter cells, luminescence | hit rate 0.69% among 350,000 | inhibition, % at 12.5 µM; in the data active = inhibition above about 41%;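 also: 0% = neutral control wells and 100% = reference inhibitor control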
# The depositor's hits bear a star; nt = not tested or not shown.
# Value order – NR5A2 inv ag, TWEAK Fn14 block, TRAIL sens C8, NCOA3 inh, NCOA1 inh, SRC2 inh, NR2F2 inh, NOD2 RIPK2 PPI, TLR9-MyD88 inh, TROY NFkB inh, LMP1 NFkB inh
Cc1ccccc1Nc1nc(=O)c2cc([N+](=O)[O-])ccc2s1
    4, -5, 1, 15, 3, 6, -4, 11, 2, 0, -2
COc1ccc(C2=Nc3ccccc3N(C(=O)c3ccc(C)cc3)C2C(=O)NCc2ccccc2)cc1 (stereo unspecified)
    -9, nt, -7, nt, nt, 4, 9, 0, nt, nt, nt
COc1ccc(CNC(=O)c2c(F)c(F)c(F)c(F)c2F)cc1
    0, 8, 11, 14, 2, 5, -1, 0, 2, -4, -1
Cc1ccn2c(NCc3ccc4c(c3)OCO4)c(-c3ccc(O)cc3)nc2c1
    11, -11, 5, 7, -27, -25, -4, -4, 4, 2, 0
CC(C)NC(=S)NC(=O)/C=C/c1cccc2ccccc12
    11, 23, 13, 15, 8, -33, -10, -7, -4, 2, -9
Cc1ccc(P(C)(=O)c2ccc(C)cc2)cc1
    19, 0, -12, 11, -11, -1, 0, 5, -1, 11, 0
CCOC(=O)C(=CNc1nc(-c2ccccc2)c(C(=O)Nc2ccc(-c3ccccc3)cc2)s1)C(=O)OCC
    3, -83, 18, -29, 2, -7, -1, -3, -2, 32, 4
CC(=O)N1CCCc2cc(S(=O)(=O)CCC(=O)N3CCN(c4cccc(C)c4)C(C)C3)ccc21 (stereo unspecified)
    6, 9, -5, -15, 3, 11, 6, -1, 9, 13, 5
CCCn1c(N)c(C(=O)COc2ccc(Br)cc2F)c(=O)n(C)c1=O
    -13, 1, 4, 14, -12, 14, 1, -4, -2, 22, -2
CC(=O)c1ccc(NC(=O)CCNS(=O)(=O)c2cc(Br)cnc2N)cc1
    -2, 0, -18, -23, 3, 14, -15, 4, -3, 0, 3
COc1ccc(-c2cn(Cc3ccc4c(c3)C(=O)c3ccccc3C4=O)nn2)cc1
    -8, -40, -14, -6, -8, 3, -13, 4, 5, -1, 4
O=C(NNC1CCN(Cc2ccccc2)CC1)c1ccccc1
    -20, -14, -2, -19, -7, -22, -18, -11, -3, -17, 1
COc1ccc(NC(=O)c2ccco2)cc1NC(=O)c1ccc(C#N)cc1F
    40, -19, 6, 6, -9, 1, 22, -8, -3, 3, nt
Cc1ccc(S(=O)(=O)CCC(=O)N2CCc3ccccc32)cc1
    -6, -9, -7, -9, 3, -8, 12, 1, 3, -36, -4
COc1cc2c(cc1OC)C(C1C(=O)CC(C)(C)CC1=O)N(C(=O)CCl)CC2 (stereo unspecified)
    24, -10, -11, 3, -34, 9, 3, -4, 11, -10, 6
CNc1ccc(/C=C\CCCO)cn1
    -25, -8, 22, -55, -31, -10, -48, 6, nt, -16, nt
O=C(CCNC(=O)c1ccc(Br)cc1)NCc1ccco1
    -14, 12, -4, -11, 9, -16, -4, 1, -12, 10, 3
C/C(=N\NC(=O)c1ccc(N(C)C)cc1)c1cccnc1
    -2, 7, 20, -5, -5, -38, -22, -11, -8, -3, -7
COC(=O)c1ccc(-c2ncc[nH]2)cc1
    4, -2, 19, 12, -11, 1, -6, -17, 0, -5, -4
CC(NC(=O)CSc1nc2c(cc1C#N)CN(C)CC2)c1ccccc1 (stereo unspecified)
    -3, -22, 10, -8, 11, -2, 0, 5, 1, 21, -4
C[C@H](CO)N1C[C@H](C)[C@H](CN(C)C(=O)CCC(F)(F)F)OCc2cnnn2CCCC1=O
    8, -10, -11, 11, 7, -6, -4, -7, -9, -3, -7
Cc1nc(N2CCCCC2)[nH]c(=O)c1CN(C)N=O
    7, -16, -2, 20, 12, 16, 0, -2, 4, -20, -20
COc1c(O)cccc1-c1nnn(CCC(=O)OCC(=O)c2ccccc2)n1
    -7, 31, -12, 2, -12, 7, 12, -6, 0, -10, 4
CN(C)S(=O)(=O)c1cccc(-c2nn(-c3ccccc3)cc2/C=C2\SC(=S)NC2=O)c1
    22, 64*, 20, 24, -8, -9, 13, -1, -4, 67*, 7
CCN(CC)Cc1cc(CC(C(N)=O)C(N)=O)ccc1OC
    4, 10, 6, -1, 5, 4, -7, 0, -3, -1, -3
CCCn1nnnc1NCc1c(F)cccc1Cl
    4, 7, -10, -2, -9, -18, 18, -1, 4, -3, 6
COc1cccc(C(=O)NCCS(=O)(=O)N2CC(C)CC(C)C2)c1 (stereo unspecified)
    0, 0, -14, 7, 1, -2, 10, 2, 3, 14, -15
CC(=O)c1ccc(N(CC(=O)NC2CCCC2)C(=O)CCC(=O)Nc2cc(C)on2)cc1
    15, 6, 2, -10, 11, 5, 10, -3, -4, 11, -1
O=C(NCc1ccco1)c1ccc(CS(=O)c2ccccc2Cl)o1 (stereo unspecified)
    -18, -30, 2, 12, -25, -4, -3, -1, 14, -1, -1
O=C(Nc1cccc(N=Cc2cc(Br)cc(Br)c2O)c1)c1ccco1
    1, 2, 10, -7, -29, -30, 5, -5, 8, 0, 9

# Next part, starting with the last 2 of the part before.
# Value order – NR5A2 inv ag, TWEAK Fn14 block, TRAIL sens C8, NCOA3 inh, NCOA1 inh, SRC2 inh, NR2F2 inh, NOD2 RIPK2 PPI, TLR9-MyD88 inh, TROY NFkB inh, LMP1 NFkB inh
O=C(NCc1ccco1)c1ccc(CS(=O)c2ccccc2Cl)o1 (stereo unspecified)
    -18, -30, 2, 12, -25, -4, -3, -1, 14, -1, -1
O=C(Nc1cccc(N=Cc2cc(Br)cc(Br)c2O)c1)c1ccco1
    1, 2, 10, -7, -29, -30, 5, -5, 8, 0, 9
COc1ccccc1NC(=O)CCc1nc(-c2cccs2)no1
    -9, 10, -8, -14, -23, 6, -10, -2, 2, -6, -2
Cc1nc(N2CCOCC2)nc(OCCN(C)C)c1[N+](=O)[O-]
    -7, -19, -2, -27, -7, -14, 0, 10, 5, 1, 10
Cc1cccc(C)c1NC(=S)N(CCN(C)C)C(C)c1cccnc1 (stereo unspecified)
    21, -3, -9, 20, 5, -4, -2, 4, 3, 7, 0
CC1(C)OC(=O)C(=CNc2ccccn2)C(=O)O1
    2, 16, -12, 13, 18, 9, 12, -13, nt, -2, -6
COc1cc(OC)cc(C(=O)NCC(=O)OCc2ccc(Cl)c(Cl)c2)c1
    -4, -15, 7, -14, -1, -11, -6, -2, -3, 5, 3
CCOC(=O)CC1C(=O)NCCN1S(=O)(=O)c1cc(Cl)c(Cl)cc1Cl (stereo unspecified)
    -2, -16, -5, 15, 4, 21, -5, 0, -6, -13, -3
c1ccc(-c2ccc3c(c2)NC(C2Nc4cc(-c5ccccc5)ccc4O2)O3)cc1 (stereo unspecified)
    9, -3, 4, -10, -4, 6, 8, -8, -1, -16, -11
COc1ccc(-c2cn3cccnc3n2)cc1NC(=O)C1CCCC1
    0, 13, 4, 17, -5, -28, 13, -2, 5, 6, -5
CCOC(=O)NNC(=O)CCn1c2c(c3ccccc31)CCCC2
    10, 59*, 2, 52, 53, 34, 26, 3, -2, 47, 14
CCOC(=O)N(C)c1c(CC)nc2c(OCc3ccc(Cl)cc3Cl)cccn12
    1, 3, -6, 16, 2, 21, 25, -2, nt, 13, nt
COc1ccc2[nH]c(=O)c(CN(C(=O)c3ccncc3)C(C)C)cc2c1
    12, 16, 2, 13, -12, 19, -10, -2, 0, 16, -27
COc1ccc(/C=N/NC(=O)CC(=O)NCc2cccnc2)cc1
    -23, -5, -12, -4, -5, -8, 17, 7, -4, -17, 4
Cc1ccc(S(=O)(=O)NCC(=O)N(CC2CCCO2)C(C(=O)NCC2CCCO2)C(C)C)cc1 (stereo unspecified)
    -1, -7, -8, 18, -21, -10, 10, -7, -4, 3, -2
CCCCn1c(N)c(N(CC(C)C)C(=O)c2cc(C)oc2C)c(=O)[nH]c1=O
    6, 6, 11, -7, 8, 6, 2, 0, 1, -12, -1
Cc1ccc(S(=O)(=O)N2CCOCC2)cc1C(=O)OCCOc1cccc(Cl)c1
    6, 4, 11, 5, -4, -29, -11, -7, 5, 12, -16
CN(CC(=O)Nc1ccccc1Br)C(=O)c1cccnc1Nc1cccc(C(F)(F)F)c1
    10, 11, 21, -14, -35, 2, 15, -3, 6, -5, -3
COc1ccc(-c2c(C#N)c(N)n(N)c(=O)c2C#N)cc1Cl
    5, -6, -5, 18, 4, 15, -17, -2, 1, 4, 8
CC(C)Oc1ccc(C(=O)NN2C(=O)NC3(CCCCC3)C2=O)cc1
    -20, -11, -13, 3, 0, 14, 4, -3, 2, -3, -4
CC(C)c1ccc(NC(=O)C2Cc3c(-c4ccc5c(c4)OCO5)ccnc3O2)cc1 (stereo unspecified)
    5, -57, 12, 9, 1, 22, 1, 4, nt, 29, nt
CC1CCN(CCCCOc2ccc(C(C)(C)C)cc2)CC1
    4, -2, 12, 0, 0, 20, 9, -3, -3, 10, -2
CCOC(=O)c1ccccc1NC(=O)COC(=O)c1cc([N+](=O)[O-])ccc1N1CCOCC1
    18, -2, 12, -7, -8, -6, -8, -6, 3, 8, -6
CCCCn1cnc2c(SCc3ccccc3F)nc(N)nc21
    -77, 13, 0, -28, -65, -15, -62, 7, -3, -34, -12
COc1ccc(C(CNC(=O)c2cc(C)oc2C)N2CCOCC2)cc1 (stereo unspecified)
    -7, -9, 1, 2, 3, -7, 15, -12, -6, -12, -3
COc1ccccc1Nc1nnc(SCC(=O)N2CCCC2=O)s1
    -5, 3, -28, -2, -19, -2, 14, 2, -10, -6, -6
CN(C)c1nc(F)c(F)c(S(=O)(=O)c2ccccc2)c1F
    -31, -3, -6, -16, -41, -25, -21, -1, -3, -27, -3
COC(C[C@@H](O)C[C@@H](O)COCc1ccccc1)OC
    11, -1, -3, 14, -8, -46, 3, -12, -6, 1, 3
COC(=O)COc1cc(Cl)c(C=O)cc1OC
    6, -5, -3, -2, 8, 11, 19, -9, 0, -1, 2
CCOc1cccc(NC(=O)C2CCCN(S(=O)(=O)c3ccc(OC)cc3)C2)c1 (stereo unspecified)
    5, 15, 1, 11, 5, 36, 12, -7, 4, 9, 1
CC(=O)c1ccc(OCCCOc2cccc3cccnc23)cc1
    -19, -24, -1, -12, -39, 0, -5, 3, 0, 8, -2
CCCCCCNCCn1cnc2c(N)ncnc21
    -22, 3, 2, 20, 3, -7, 9, -7, -3, -14, -14
CCCCOC(=O)Nc1cccc(C(=O)OCC)c1
    -143, -12, 6, -76, -76, -16, -19, -2, 10, -20, -4
CC(=N\Nc1ccc(Cl)cc1)/C(=N/O)C(=O)Nc1ccccc1
    20, 6, -4, -4, -11, -32, 4, 4, 4, 5, -3
Cc1c(N2C(=O)c3ccc(F)cc3C2=O)c(=O)n(-c2ccccc2)n1C
    -10, 5, -19, 24, 2, 8, -12, 6, -2, -7, -5
Cc1nc2ccc(F)cc2cc1C(=O)NCc1ccco1
    16, -1, 0, 11, -2, -21, 11, -2, 5, 5, -4
Cc1ccc(C)c(N=Cc2ccc(-c3ccc([N+](=O)[O-])cc3)o2)c1
    3, 2, 10, 6, -4, 20, -5, 5, 11, 4, -1
CC(=O)c1ccc(NC(=O)CCC(=O)N2CC(C)Oc3ccc(C)cc32)cc1 (stereo unspecified)
    0, -6, 2, -14, -4, -2, -2, 0, -3, 5, 7
CCn1c(=O)cc(SCC(=O)Nc2cccc(SC)c2)c2ccccc21
    -1, -3, 2, 0, 7, -26, -11, 4, -12, 47, -8
CN(C)c1ccc(CN(C(=O)c2ccccc2Br)C2CCS(=O)(=O)C2)cc1 (stereo unspecified)
    -1, -10, -7, -2, -8, 0, -13, -11, -11, 7, 1

# Screens: PubChem, several laboratories

# An excerpt. The share of hits here may be higher or lower than overall.
